High-throughput results: PubChem, National Center for Advancing Translational Sciences (NCATS)
BRCA1 expr up: increases BRCA1 expression | MCF7-BRCA1-FFLuc reporter, luminescence, 48 h; response scale: scaled: vehicle 0%, 10 µM genistein 100% | Potency, µM (titrated, usually from 46.1 µM), inactives show top-dose activation, usual class: activators | hit rate 1.1% among 380,000 | AID 624202; active = well fitted activation curve with a large enough effect; inconclusive = small, poorly fitted or top-dose-only effect; inactive = no such curve, though single readings can be large or run the other way; also: potency is read from the fitted curve at half-maximal effect; nearly all actives have a fitted effect of over 80% in size; some results filed as inactive show a strong effect at the top dose
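MCF7-BRCA1-FFLuc, 2000 cells/well; 2 h attach, 37 °C/5% CO2; compound 48 h; luciferase substrate 15 min; luminescence end-point. Norm. to genistein 10 microM max activation and DMSO; concentration-response curves fitted.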
Giardia killer: kills Giardia lamblia; activity change, % at 7.66 µM, hits read low; hit rate 0.15% among 340,000; Giardia lamblia trophozoite viability; in the data active = activity change below about -80%; inconclusive = between about -30% and that limit;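 also: parasites exposed to compound for two days anaerobically before the ATP read; % is scaled to controls: 0 for no effect and ±100 for the full control effect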
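Media and compound were dispensed first, then trophozoites at 100 cells/well; plates sat 48 hrs at 37 deg C without oxygen before ATP luminescence reagent was added and read after 15-30 min at room temperature.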
Numbers without * were called inactive; ? = inconclusive; & = joins results of further samples; [ ] = another dose, or the depositor's remark.

SMILES | BRCA1 expr up | Giardia killer
Cc1ccc(Nc2ncc3c(=O)[nH][nH]c(=O)c3n2)cc1 | 35% | -3
O=C(NCCCN1CCOCC1)c1onc(CSc2ccc(F)c(F)c2)c1C(=O)NCCCN1CCOCC1 | 5% | -8
Cn1[nH]cc(C=NC(N)=O)c1=O | 20% | 19
CCOc1ccc(Nc2nc3ccccc3n2C)cc1 | 2.5µM* | 5
Cc1cc(C)nc(NC(=O)c2c(F)c(F)c(F)c(C(=O)Nc3cc(C)cc(C)n3)c2F)c1 | -62% | -3
CCOc1ccc(NC(=O)CN2C(=O)NC(C)(c3ccc4c(c3)OCCCO4)C2=O)cc1OCC (centres undefined) | -36% | 5
Cc1ccc(S(=O)(=O)N(C)c2ccc(OCC(=O)OCc3nnc(-c4ccccc4)o3)cc2)cc1 | 4% | -6
Nc1cc2c(cc1Br)-c1ccc(F)cc1C2=O | -19% | 12
Nc1nc(-c2ccccc2)c(CCCOc2ccc([N+](=O)[O-])cc2)c(=O)[nH]1 | -25% | 7
C=C1C(=O)OC2C1CCC(C)=C1C(=O)C3OC3(C)C12 (centres undefined) | -87% | 10
COc1nc(C#N)nc(N2CCCCC2)n1 | -36% | -1
Brc1cccc(CNn2cnnc2)c1 | -7% | 1
CCc1ccc(NC(=O)C(C)OC(=O)CCN2C(=O)C3CC=CCC3C2=O)cc1 (centres undefined) | 30% | -27
FC(F)(F)c1ccc(-c2cccc3c2C2CC3CCN2)cc1 (centres undefined) | 10% | -17
CC(C)NC(=O)C1(N2C(=O)c3ccccc3C2=O)CCCC1 | -13% | -6
CC(Oc1ccccc1)C(=O)N1CCC2(CC1)Oc1ccc(F)cc1C(=O)C21CC(c2ccc(Cl)cc2)=NO1 (centres undefined) | -30% | 7

Structures listed so far that bear a hit mark in BRCA1 expr up.
| smiles | BRCA1 expr up |
| --- | --- |
| CCOc1ccc(Nc2nc3ccccc3n2C)cc1 | 2.5µM* |

Other results.
SMILES | BRCA1 expr up | Giardia killer
O=C(O)c1ccc(-c2noc(-c3cccc(F)c3)n2)cc1 | ? | 11
COc1ccc(C(=O)Oc2c(CN3CCOCC3)cc(Cl)c3cccnc23)cc1OC | 19%&3% | 16&-18
Nc1nc(=S)ss1 | -19% | -6
COCCN1CCN(c2c(C)c(C)nc3cc(-c4cccc(OC)c4)nn23)CC1 | -2% | 15
COc1ccc(C(=O)c2ccccc2C(=O)c2ccccc2)cc1 | -28% | 22
COc1cc2c(cc1OC)C(=Cc1ccc(N(C)C)cc1)C=C2 | 90% | -14
N#Cc1c(NC(=O)CSc2ncccn2)oc(-c2ccccc2)c1-c1ccccc1 | -2% | 10
COCC(Cc1ccccc1)NC(=O)Cn1cc(C)c(=O)[nH]c1=O (centres undefined) | 1% | 6
O=C1OCCN1N=Cc1ccco1 | -27% | 6
CC1(C)c2[nH]c3ccccc3c2C[C@@H]2C(=O)N(Cc3ccccc3F)C(=O)N21 | -31% | -4
COC(=O)CCNC(=O)c1ccc2nc(Cc3ccc(OC)cc3)oc2c1 | 1% | 2
O=c1onc(-c2ccccc2Cl)n1-c1ccccc1Cl | -6% | 0
N#Cc1cc(Oc2ccc(Cl)cc2)c(N2CCOCC2)cc1C#N | -6% | 2
O=C(Cc1ccc(Cl)cc1)c1ccccc1 | 43% | 5
CC1CN(C2CCCCC2)C(=S)N(c2ccccc2)C1=O (centres undefined) | -14% | -11
COC(=O)C1=C(C(=O)OC)[C@@H]2N(C)c3ccc(OC)cc3[C@@]23C[C@@H](C(=O)OC)N(C(=O)NCCBr)C3=N1 | 0% | 10

An excerpt of these results, with each value named.
O=C1OCCN1N=Cc1ccco1
  BRCA1 expr up: -27%
  Giardia killer: 6
CC1(C)c2[nH]c3ccccc3c2C[C@@H]2C(=O)N(Cc3ccccc3F)C(=O)N21
  BRCA1 expr up: -31%
  Giardia killer: -4

Remaining list, next part
SMILES | BRCA1 expr up | Giardia killer
O=C(CN1CCN(S(=O)(=O)c2cc(Br)ccc2Br)CC1)NCc1ccccc1Cl | -53% | -7
CCCCOC(=O)C1=C(C)NC(=O)NC1c1ccc2c(c1)OCO2 (centres undefined) | -25% | -8
COc1ccc(-c2ccc3c(c2)C2CC3CCN2Cc2ccc(OC(F)(F)F)cc2)cc1 (centres undefined) | -8% | 11
NC(=N\N=Cc1ccccc1)/C(N)=N/N=Cc1ccccc1 | ? | 11
COc1ccc(NC(=O)[C@@H]2CC=C[C@@H]3CCN(Cc4ccc(Cl)c(Cl)c4)C(=O)[C@@H]32)cc1 | 0% | -4
C[C@H]1CN(S(=O)C(C)(C)C)[C@H](CCO)/C1=C\c1ccccc1 (some centres undefined) | 21% | 1
O=C(CC(=O)N1CCOCC1)N1CCOCC1 | -6% | 5
Cn1cnc2nc[nH]c2c1=O | 17% | 18
O=C(c1cc2ccccc2[nH]1)N1O[C@@H]2C=C[C@H]1C2 | -15% | 9
Cc1ccc(Cn2c(C3CCCN3c3nc(-c4cc(Cl)c(N)c(Cl)c4)cs3)nc3cc(Cl)c(Cl)cc32)cc1 (centres undefined) | -12% | 22
CCOc1ccc(OCCC(=O)OCC(=O)Nc2cc(S(=O)(=O)N3CCOCC3)ccc2OC)cc1 | 13% | 11
C[C@H](O)[C@@H]1C(=O)N2CCc3ccc(-c4cccc(F)c4)cc3[C@@H]2C[C@@H]1N(C)C(=O)C(C)(C)C | -9% | 4
O=[N+]([O-])c1ccc(NN=Cc2cc(Br)ccc2O)nc1 | -71% | -16
CC(=NNC(=S)N1CC2CCC(CC2)C1)c1cccc(C)n1 | -81% | 1
Oc1ccc(Cl)cc1C1C=C(c2ccc3c(c2)OCO3)NC(c2ccc(F)c(Br)c2)N1 (centres undefined) | -38% | -25
CCCC[C@@H]1CN=C(N)N1CCc1cccc(F)c1 | -5% | -6
CC(=O)Oc1ccc2occ(C(=O)c3ccccc3)c2c1 | 7.1µM* | 3
Cc1cc2nccnc2cc1C | -6% | 7
Nc1nc(SCc2ccccc2)c2ncn(C3OC(CO)C(O)C3O)c2n1 (centres undefined) | 26% | 7
CC12CCC(O)CC1=CCC1C2CCC2(C)C(c3ccn[nH]3)CCC12 (centres undefined) | -68% | -7
O=C(Nc1c(F)cccc1F)C(c1ccccc1)c1ccccc1 | 0% | -12
COc1cnn(-c2cccc(Cl)c2)c(=O)c1Cl | 8% | 39[activator]
COc1cc(C=NNc2nc3c([nH]2)c(=O)n(C)c(=O)n3C)ccc1O | 1% | 7
Cc1ccc(NC(=O)C(C)OC(=O)C2CC3CCCC(C2)C3=O)cc1S(=O)(=O)N1CCOCC1 (centres undefined) | -8% | -4
O=C(O)CC/C(=C/c1cccc(NC(=O)c2ccccc2Cl)c1)c1nc2ccccc2s1 | 33% | 2
Nn1c(Cc2ccccc2)nnc1Cc1ccccc1 | 1% | 11
CCN1C[C@@H]2[C@@H]3C(=O)N(Cc4ccccc4)C(=O)[C@@H]3[C@](Cc3ccccc3)(C1=O)N2C(=O)c1ccccc1 | 5% | -3
O=c1cc(-c2ccccc2)oc2ccc(Cl)cc12 | ? | 8
O=C(c1cc2nc(-c3ccccc3)cc(C(F)(F)F)n2n1)N1CCCC1 | -7% | ?
CCN1CCN(c2ccc(S(=O)(=O)N3CCCCC3)cc2NC(=O)/C=C/c2ccc(Cl)cc2)CC1 | -91%[inhibitor] | 13
CN1C[C@@H]2[C@@H]3C(=O)N(C)C(=O)[C@@H]3[C@](Cc3ccccc3)(C1=O)N2C(=O)c1ccc(F)cc1 | 19% | 2
CCCc1nc(SCC(=O)c2ccc3c(c2)NC(=O)CO3)[nH]c(=O)c1CC | 0% | -11
CCC(C(=O)NCCc1ccc(S(N)(=O)=O)cc1)c1ccccc1 (centres undefined) | -2% | -8
Cn1c(N2CCC(C(N)=O)CC2)nc2c1c(=O)n(Cc1ccc(Br)cc1)c(=O)n2C | 9% | 1
Cc1ccc(CNC(=O)c2ccc(C)s2)cc1 | 13µM* | 4
O=C(c1ccc2c(c1)OCCO2)N1CCN(c2nc(-c3cccs3)nc3ccccc23)CC1 | -12% | -2
COc1ccccc1C(O)(c1ccccc1)c1ccccc1OC | -17% | -7
COc1ccc(C(=O)CC(=O)c2ccccc2)cc1 | 7.9µM* | 13
CCCn1c(C)c(C(=O)OCC)c(O)c(-c2ccccc2)c1=O | -2% | 11
CN1CCC(n2[nH]c(-c3ccccc3)c(Cc3ccccc3)c2=O)CC1 | -21% | 12
O=C(CSc1nc2[nH]c(=O)cc(O)c2s1)Nc1nncs1 | -5% | -3
O=C(CCl)N(O)c1ccc(C=Cc2ccccc2)cc1 | -24% | 20
CCCc1cc(=O)[nH]c(SCC(=O)Nc2cc(S(=O)(=O)N3CCCCC3)ccc2Cl)n1 | -30% | 10
Nc1[nH]c(=O)nc(Nc2ccccc2)c1N=O | -6% | 7
COc1ccc(C(=O)Nc2cccc(NC(=O)c3ccc(OC)cc3OC)n2)c(OC)c1 | 0% | -19
CCCCn1c(N)c(N(CC(C)C)C(=O)c2cc(-c3ccc(OC)cc3)nc3ccccc23)c(=O)[nH]c1=O | 0% | -10
COc1ccc(CCn2c(=S)[nH]c(=O)c3[nH]cnc32)cc1OC | 11% | -3
COc1ccc2nc(NN=C(C)c3ccccn3)cc(C)c2c1 | -68% | ?
COC(=O)/C=C1/SC(=NC(=O)c2ccc(Cl)cc2)NC1=O | -3% | 5
COC(=O)c1c[nH]c(=S)n1Cc1ccccc1 | 0% | 8
COC(=O)c1cc2c(n(Cc3ccccc3)c1=O)CCCC2=O | 21% | 6
O=C(Nc1cccc2cccnc12)c1ccccc1Br | -2% | 10
CCOc1cc(N2CCOCC2)c(OCC)cc1NC(=O)CN1C(=O)NC(CC)(c2ccc(F)cc2)C1=O (centres undefined) | -14% | 15
CCOP(=O)(OCC)C(C#N)=C1SCN(c2ccccc2)CS1 | -1% | -11
CC(=O)OC1CCC2(C)C(CCC3C2CC(=NO)C2(C)C(C(C)OC(C)=O)CCC32)C1 (centres undefined) | -59% | 3
O=[N+]([O-])c1ccc(COc2ccccc2CN2CCCC2)cc1 | -3% | 6

Later entries.
SMILES | BRCA1 expr up | Giardia killer
O=c1cc(-c2ccccc2)n(S(=O)(=O)c2ccc3ccccc3c2)o1 | -10% | -4
COc1ccccc1NC(=O)N(O)C1(C#N)CCCCC1 | 6% | 6
COc1cccc(/C=N/NC(=O)c2cccc3ccccc23)c1OC | 3% | 25
COc1ccc(-c2cc(C(=O)N(C)CC(=O)Nc3ccccc3C(F)(F)F)c3ccccc3n2)cc1OC | -44% | 8
O=S(=O)(O)c1cccc2cccc(Nc3ccccc3)c12 | -1%&0% | -19
CC(C)(C)n1nc(Cc2cccc3ccccc23)c2c(N)ncnc21 | -12% | ?
O=c1[nH]cnc2ncc(-c3ccc(O)cc3)nc12 | -22% | -7
Cc1ccc(S(=O)(=O)n2cc(CO)c3ccccc32)cc1 | -1% | -10
CC1(C)C2CC[C@]3(C)C(CC=C4[C@@H]5C[C@](C)(CO)CC[C@]5(C(=O)O)CC[C@]43C)[C@@]2(C)CC[C@@H]1O (some centres undefined) | -10% | 7
COc1cccc(C2c3cc4c(cc3OC(N3CCOCC3)C2C)OCO4)c1O (centres undefined) | -62% | -6
O=C(Nc1c(Br)cc2c(c1Br)Cc1cc([N+](=O)[O-])ccc1-2)C(Cl)Cl | -56% | 7
O=C1C(O)=C(O)C(=O)c2ccccc21 | -50% | 18
COc1cccc(CC(=O)Nc2ccc(N3CCOCC3)c(S(=O)(=O)Nc3ccccc3OC)c2)c1 | -15% | -10
CCOc1cccc(C2C=C(c3ccc4c(c3)OCO4)NC(c3ccc(Cl)cc3)N2)c1O (centres undefined) | -10% | -19
CC1CC2C3CCC4=CC(=O)C=CC4(C)[C@@]3(Cl)C(O)CC2(C)C1(O)C(=O)CO (some centres undefined) | -15% | 19
CC(C)(C)OC(=O)N1CCC(C(=O)Nc2ccc(C(=O)N3CCCC3)cc2)CC1 | 23% | ?
COc1ccc(-c2nc3ccccn3c2Nc2ccccc2C)cc1 | 4% | 3
CC(C)(C)c1cc(C2COC(=O)COCCOCC(=O)OCCOCCO2)cc(C(C)(C)C)c1O (centres undefined) | -2% | 15
N#Cc1c(-c2ccc(Cl)cc2)c(-c2ccc(Cl)cc2)nn(CCOC(=O)CCC(=O)O)c1=O | -72% | 10
C=CCc1ccc(OCCOc2cccc(/C=N/n3cnnc3)c2)c(OC)c1 | 13% | 16
Cc1c(C=NNc2ccccc2)[nH]c(=O)[nH]c1=O | -40% | -16
Nc1ccccc1C=C1Cc2ccccc2C1=O | ? | -4

Structures from the list above that have a COOH group (four):
SMILES | BRCA1 expr up | Giardia killer
O=C(O)c1ccc(-c2noc(-c3cccc(F)c3)n2)cc1 | ? | 11
O=C(O)CC/C(=C/c1cccc(NC(=O)c2ccccc2Cl)c1)c1nc2ccccc2s1 | 33% | 2
CC1(C)C2CC[C@]3(C)C(CC=C4[C@@H]5C[C@](C)(CO)CC[C@]5(C(=O)O)CC[C@]43C)[C@@]2(C)CC[C@@H]1O (some centres undefined) | -10% | 7
N#Cc1c(-c2ccc(Cl)cc2)c(-c2ccc(Cl)cc2)nn(CCOC(=O)CCC(=O)O)c1=O | -72% | 10

This is a subset (hit frequency here may not be typical).
